# SIAE primary = inhibitors of human sialic acid acetylesterase SIAE | Q9HAT2 | SIAE FP-Rh probe binding, fluorescence polarization | inhibition, % at 9.66 µM | 0.69% of 370,000 active | AID 1053197;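 active = inhibition above a cutoff: mean of compounds within the control limits plus 3 SD of those, cut at about 17% in these data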;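 note: 0% = plate median of compound wells and 100% = probe without SIAE protein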
# UHRF1 binding = blocks human UHRF1 binding to methylated DNA. Q96T88. UHRF1 binding to methylated oligo, TR-FRET. inhibition, % at 4.4 µM. 0.75% of 370,000 active. AID 687016; in the data active = inhibition above about 21%;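 note: UHRF1 SRA domain binding a hemimethylated CpG hairpin DNA probe; 0% = median of test compound wells and 100% = reference inhibitor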
# TDP2 inh = blocks human TDP2 phosphodiesterase activity; inhibition, % at 12.8 µM; 0.34% of 370,000 active; recombinant TDP2, T5PNP hydrolysis, p-nitrophenol absorbance 415 nm; O95551;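 active = inhibition above the mean of all tested compounds plus 3 SD, set per campaign, cut at about 25% in these data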;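 note: 0% = DMSO with enzyme and 100% = buffer with substrate but no TDP2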
# Target sequence (O95551 whole entry, looked up): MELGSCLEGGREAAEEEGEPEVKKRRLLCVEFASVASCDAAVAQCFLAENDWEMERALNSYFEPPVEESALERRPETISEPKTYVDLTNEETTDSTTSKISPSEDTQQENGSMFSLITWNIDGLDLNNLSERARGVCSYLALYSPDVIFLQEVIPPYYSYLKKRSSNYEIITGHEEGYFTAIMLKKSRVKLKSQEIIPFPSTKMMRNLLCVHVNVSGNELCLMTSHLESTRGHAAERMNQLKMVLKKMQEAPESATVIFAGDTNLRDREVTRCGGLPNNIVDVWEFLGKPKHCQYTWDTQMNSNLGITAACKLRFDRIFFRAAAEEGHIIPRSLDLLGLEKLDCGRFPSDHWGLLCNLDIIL
#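 Evaluation: % inhibition relative to enzyme-containing and enzyme-free wells. Material: recombinant human TDP2. Benchmarks: enzyme-free and DMSO wells. Timing: enzyme reaction with compound for 2 h at 37 °C. Compound dosing: 12.8 µM only. Measured by: p-Nitrophenol epi absorbance. Reagent: T5PNP substrate at 5 mM, a TopII-DNA adduct mimic. Replication: single well per compound.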
# LEDGF integ inh = blocks HIV-1 LEDGF/p75-dependent DNA integration; TR-FRET IN-LEDGF/p75 DNA integration, Eu/Cy5; inhibition, % at 3.7 µM; 0.64% of 370,000 active; AID 743269;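 active = inhibition above the screen-wide mean plus 3 SD, cut at about 13% in these data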;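 note: signal is the Cy5 over europium emission ratio at 671 and 618 nm; 0% = plate median of compound wells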
# TCR-CD3 inh = human TCR-CD3 binding inhibition | 0.37% of 360,000 active | TAMRA-labeled TCR probe fluorescence, biochemical | inhibition, % at 9.4 µM; in the data active = inhibition above about 19%;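 note: recombinant mutant TCR 2C K166C tagged with TAMRA read by polarization; 0% = receptor in buffer alone and 100% = receptor with positive control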
# MBD2 DNA inh = MBD2-methylated oligo binding inhibition; 0.31% of 370,000 active; inhibition, % at 4.4 µM; Q9UBB5; TR-FRET, MBD2 binding to methylated oligonucleotide; AID 686964; in the data active = inhibition above about 13%
# Target sequence (Q9UBB5 whole entry, looked up): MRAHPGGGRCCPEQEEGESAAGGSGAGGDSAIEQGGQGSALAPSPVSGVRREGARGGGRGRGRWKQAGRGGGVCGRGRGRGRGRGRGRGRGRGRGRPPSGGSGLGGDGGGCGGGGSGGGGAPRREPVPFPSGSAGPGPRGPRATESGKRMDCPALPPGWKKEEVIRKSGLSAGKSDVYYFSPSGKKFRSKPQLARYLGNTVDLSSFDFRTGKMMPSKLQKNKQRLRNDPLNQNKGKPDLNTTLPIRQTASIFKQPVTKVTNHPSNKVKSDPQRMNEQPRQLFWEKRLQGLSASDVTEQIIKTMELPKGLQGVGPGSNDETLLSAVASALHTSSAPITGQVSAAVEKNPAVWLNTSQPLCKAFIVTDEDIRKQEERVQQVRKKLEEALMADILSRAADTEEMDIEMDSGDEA
# Tn6 DDE FP = inhibitors of Tn6 peptide binding to human fibrin DD(E); 0.21% of 370,000 active; inhibition, % at 8.3 µM; Fibrin DD(E) TRITC-Tn6 fluorescence polarization displacement; P02675;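 active = inhibition above a per-campaign cutoff: mean of compounds within control limits plus 3 SD, cut at about 15% in these data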;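 note: 0% = median of all compound wells on the plate and 100% = blocking peptide control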
# proKLK7 act = proKLK7 (human) activation, primary screen. P49862. purified proKLK7, EDANS-DABCYL substrate fluorescence; 100% is mature enzyme control, 0% vehicle. activation, % at 7 µM. 0.9% of 370,000 active;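 active = activation above the mean of all tested compounds plus 3 SD, computed per campaign excluding outliers beyond control limits, cut at about 13% in these data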
# Target sequence (P49862 whole entry, looked up): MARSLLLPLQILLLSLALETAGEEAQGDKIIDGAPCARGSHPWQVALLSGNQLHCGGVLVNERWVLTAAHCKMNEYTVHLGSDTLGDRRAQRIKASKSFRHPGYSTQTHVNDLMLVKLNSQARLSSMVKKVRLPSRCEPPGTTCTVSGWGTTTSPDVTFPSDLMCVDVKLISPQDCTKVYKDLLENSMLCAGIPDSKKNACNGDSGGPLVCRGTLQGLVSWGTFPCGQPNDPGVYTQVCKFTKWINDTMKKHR
# Tn7 DDE FP = DD(E)-Tn7 binding inhibition, primary FP screen; P02675; inhibition, % at 8.3 µM; 0.13% of 370,000 active; FP displacement of FITC-Tn7 peptide from fibrin DD(E); 0% = median of compound wells per plate;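 active = inhibition above the mean of compounds falling within the control limits plus 3 SD of them, cut at about 14% in these data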;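 note: 0% = plate median of compound wells and 100% = 10 µM Aha-Tn7 peptide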
#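 Assay system: Fibrin-DD(E) protein isolated from polymerized human fibrin clots; read-out basis: percent inhibition; medium: Tris/NaCl/CaCl2 buffer, pH 7.8; signal: FP measurement; incubation: 10 min plus 3 h, room temperature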
# PRMT1 inh = inhibitors of human PRMT1. 1.3% of 370,000 active. AID 652257. recombinant PRMT1, activity-based probe fluorescence polarization. Q99873. inhibition, % at 2.79 µM;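 active = inhibition above about 21% made by adding two undisclosed values, limit read from the data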
# Active calls of the source: *; + = active, no number.
SMILES,SIAE primary,UHRF1 binding,TDP2 inh,LEDGF integ inh,TCR-CD3 inh,MBD2 DNA inh,Tn6 DDE FP,proKLK7 act,Tn7 DDE FP,PRMT1 inh
CC(C)C(=O)NNC(=O)c1c(O)c2ccccc2[nH]c1=O,5,-4,0,4,5,2,-2,0.1,3,-6
O=C(OCc1ccccc1F)c1cc2ccccc2cc1O,1,1,6,-3,-10,-1,2,-0.9,0,0
CCOC(=O)CCN(Cc1cccs1)S(=O)(=O)c1ccc(F)cc1,-5,-4,-2,1,3,-2,-9,0.5,2,3
CCCNC(=S)Nc1ccc(F)cc1F,0,2,-6,-1,-9,2,-7,0.1,-1,4
O=C(O)/C=C/C(=O)NC1CCCCCCCCCCC1,-2,-1,-6,1,3,4,5,0.3,7,-4
O=C(NCCn1cccn1)C1CCC(=O)N(CCc2ccccc2)C1 (stereo not drawn),-3,2,14,2,2,11,-6,0.2,-2,2
CCc1nc2c(OCC3CCCCC3)cccn2c1N(C)C(=O)c1ccccc1F,2,-3,-5,1,-1,0,6,0.7,-4,1
CNc1nc(-c2ccccc2)c2sccc2n1,-6,-2,7,-1,-1,1,-2,26*,3,4
Cc1sc2ncnc(N[C@@H](Cc3ccccc3)C(=O)O)c2c1C,1,0,-10,-8,4,3,4,-1.0,8,-1
Cc1ccc(C)c(N2CCN(c3nc4ccccc4c(=O)n3Cc3ccccc3)CC2)c1,1,-1,1,4,5,-5,6,-0.2,1,-1
Cc1cccnc1NC(=O)Cn1nc(C)c([N+](=O)[O-])c1C,5,-2,0,-3,4,0,2,-0.5,3,0
COc1ccc(CCN2C(=O)CCC2(C)C(=O)NCc2cccnc2)cc1OC (stereo not drawn),0,3,3,-2,0,1,-3,0.4,3,3
COCCN(CC(=O)NCc1ccccc1)C(=O)CCC(=O)Nc1nccs1,-5,8,-16,-6,0,2,-2,0.8,-1,4
OC(CCN1CCCCC1)c1ccc(-c2ccccc2)cc1 (stereo not drawn),-5,3,-6,-3,-2,-3,-5,-0.3,2,2
COc1ccc(CC(=O)NCc2nnc(SCC(=O)Nc3nccs3)n2-c2ccccc2)cc1,-4,0,8,0,-3,0,9,0.4,0,-1
O=C1CSc2ccc(C(=O)Nc3cccc(S(=O)(=O)Nc4ccc(Br)cc4)c3)cc2N1,-193,3,-4,5,11,7,+,0.0,-4,21*
CCC1=C/C(=C/c2sc3ccccc3[n+]2CC)CC(C)(C)C1,0,-4,0,-3,-5,2,5,-0.4,-1,37*
COc1ccc(F)cc1CN1CCN(C(=O)c2ccc(S(=O)(=O)N3CCCCCC3)cc2)CC1,1,6,5,-2,-13,7,-4,0.5,-3,-1
CC(=O)NC12CC3CC(C1)CC(C(=O)N1CCN(S(=O)(=O)c4ccc([N+](=O)[O-])cc4)CC1)(C3)C2,-1,1,3,3,6,-2,6,-0.1,4,-3
Cc1cc(C(=O)OCC(=O)NC2CCCCC2C)c2ccccc2n1 (stereo not drawn),-3,3,12,-1,-4,-1,9,-1.5,3,1
CCOP1(=O)C=C(Sc2ccc([N+](=O)[O-])cc2[N+](=O)[O-])C(C)(C)O1 (stereo not drawn),1,-8,6,-2,3,-7,0,-0.1,1,-1
Cc1ccc(C(=O)NCC(=O)OCC(=O)Nc2ccccc2C#N)s1,2,-1,-7,1,3,-3,1,-0.3,-8,-7
CC(C)(C)c1nnc(NC(=O)Nc2ccc(Cl)cc2)s1,-8,0,7,-4,-4,2,-2,0.0,3,17
O=S(=O)(Cc1ccc(Cl)cc1)N1CCCCCC1,-1,0,-3,0,8,2,-5,0.0,4,1
O=C1CCC[C@@H]2C[C@@]3(C[C@@H]4CCN1[C@H]24)Nc1cc([N+](=O)[O-])ccc1NC3=NC1CCCCC1,-1,-3,3,-3,0,2,-4,-0.2,-6,-1
# Next records follow.
SMILES,SIAE primary,UHRF1 binding,TDP2 inh,LEDGF integ inh,TCR-CD3 inh,MBD2 DNA inh,Tn6 DDE FP,proKLK7 act,Tn7 DDE FP,PRMT1 inh
NC(=S)N/N=C/c1ccc2ccccc2c1,2,-8,2,-1,14,-2,1,-0.1,-4,8
COc1ccc2c(c1)CCC1C2CCC2(C)C(O)C(=O)CC12 (stereo not drawn),2,0,-2,-4,1,2,3,-0.6,5,0
C/C(CC1(O)C(=O)Nc2ccccc21)=N\O (stereo not drawn),9,0,6,0,4,-3,-3,0.0,4,1
COc1cc(/C=C/C(=O)Nc2cccc(S(=O)(=O)NC3=NCCCCC3)c2)ccc1OCC#N,-21,-1,-10,2,0,0,-6,-0.4,1,-3
CC(=O)Nc1ccc(S(=O)(=O)NNC(=O)c2cc3c4ccccc4n(C)c3s2)cc1,-29,-4,1,-7,-5,-2,-4,-0.1,5,2
O=C1C[C@@H](c2ccc(O[C@@H]3O[C@H](CO)[C@@H](O)[C@H](O)[C@H]3O)cc2)Oc2cc(O)ccc21,-3,1,-5,-3,-3,1,-3,-0.1,-3,-1
Cc1ccc(Cn2c(CCNc3nc(-c4ccc(Cl)c([N+](=O)[O-])c4)cs3)nc3cc(Cl)c(Cl)cc32)cc1,-14,0,-6,1,-3,1,-1,0.1,-6,2
CCN(Cc1ccncc1)Cc1c(O)ccc2cc(Br)ccc12,2,-5,4,0,5,-2,8,-1.7,-3,3
Cc1ccc(S(=O)(=O)N(C)c2ccc(OC(=O)CN3C(=O)NC4(CCCC4)C3=O)cc2)cc1,-4,0,2,-5,-5,7,-4,0.5,8,2
CCCCOc1ccc(C(=O)NNC(=O)C2C3CCC(C3)C2C(=O)O)cc1 (stereo not drawn),-4,2,-5,-3,2,5,2,0.3,7,3
CC(=O)NCC(=O)OCC(=O)c1ccc(Cl)cc1,-5,5,-3,-7,-6,-2,-1,-0.4,-1,3
Oc1ccccc1C1=Nc2nc3ccccc3n2C(c2ccccc2)C1 (stereo not drawn),-3,-1,-4,0,-1,0,-7,2.0,-4,9
CC1CCCCN1C(=O)COC(=O)CNC(=O)c1sc2ccccc2c1Cl (stereo not drawn),-4,0,-7,0,-5,-6,2,-0.1,2,5
CCOc1ccc(/C=N/N(C)c2ccccc2)cc1OC,5,0,0,2,0,6,2,0.8,9,2
O=C(Nc1ccc2c(c1)OCO2)C1CCN(S(=O)(=O)Cc2ccccc2)CC1,1,1,-3,-4,-8,-1,-6,-0.1,-1,1
CC(=O)Nc1c(O)nc(SCc2ccccc2C#N)[nH]c1=O,1,1,4,-3,-4,1,12,0.3,-7,2
O=C(c1ccc(Cl)cc1)N1CCCOC1,-3,3,-17,4,-3,-3,-10,-0.1,-3,-2
Cc1nc2ccccc2c(=O)n1/N=C/c1ccc(F)cc1,-2,-2,1,4,2,-5,-4,-0.8,-1,-6
CC(C)[C@H](NC(=O)[C@@H]1CSC2c3ccccc3C(=O)N21)C(=O)NCC1CCCO1 (stereo partly drawn),-10,-1,-18,4,6,-1,-3,0.4,-3,-2
O=C(NCc1ccc(F)cc1)C(c1ccc(F)cc1)N(C(=O)c1csnn1)C1CC1 (stereo not drawn),3,0,1,-1,5,-6,4,-0.2,-4,-1
Cc1ccc(/C=N\NC(=O)c2cc(OCC(F)(F)F)ccc2OCC(F)(F)F)cc1,6,1,-1,-5,1,1,-6,-0.1,-3,0
O=C(CN1C(=O)NC2(CCCC2)C1=O)Nc1ccc(Cl)cc1F,-1,2,1,-1,-4,1,6,-0.4,5,5
O=C(NCc1ccccc1)C1=C[C@@H](c2ccc3c(c2)OCO3)C[C@@H](OCCCCO)O1,0,-1,3,1,-1,-2,-1,0.1,1,5
O=C1CC(c2ccco2)CC2=C1C=Nc1ccccc1N2 (stereo not drawn),-8,0,1,0,-1,0,1,0.6,2,7
Cc1ccc(C)c(N(C)C(=O)c2ccc3c(=O)n4c(nc3c2)CCCCC4)c1,-4,0,14,1,9,3,-9,0.1,-9,-1

# Two records picked at random from those above:
SMILES,SIAE primary,UHRF1 binding,TDP2 inh,LEDGF integ inh,TCR-CD3 inh,MBD2 DNA inh,Tn6 DDE FP,proKLK7 act,Tn7 DDE FP,PRMT1 inh
CC(=O)Nc1c(O)nc(SCc2ccccc2C#N)[nH]c1=O,1,1,4,-3,-4,1,12,0.3,-7,2
Cc1ccc(C)c(N(C)C(=O)c2ccc3c(=O)n4c(nc3c2)CCCCC4)c1,-4,0,14,1,9,3,-9,0.1,-9,-1

# (listing goes on)
SMILES,SIAE primary,UHRF1 binding,TDP2 inh,LEDGF integ inh,TCR-CD3 inh,MBD2 DNA inh,Tn6 DDE FP,proKLK7 act,Tn7 DDE FP,PRMT1 inh
COc1ccccc1NC(=O)C(C)OC(=O)c1cccc(-n2cnnn2)c1 (stereo not drawn),7,0,5,4,1,-7,5,-0.5,-1,2
COC(=O)/C=C1\OCc2cc(C)ccc21,-4,-3,-5,1,-1,-3,-8,0.7,2,-1
CC(C)OC(=O)CSc1ncnc2c1cnn2-c1ccccc1,3,-1,3,-2,10,-2,-1,-0.2,12,3
COc1ccc(CCNC(=O)CN2CCC(n3nnc4cc(F)ccc43)CC2)cc1OC,-4,0,-1,0,-1,2,5,0.1,3,-1
COCCNc1nc(N)c([N+](=O)[O-])c(NCc2ccccc2)n1,5,-2,3,2,-4,-3,-2,0.3,0,-1
Cc1ccc(S(=O)(=O)N2[C@@H](c3ccccc3)C(C(=O)O)=CC[C@H]2c2ccc(Cl)cc2)cc1,-2,-1,-1,0,-4,3,-7,0.6,-3,0
O=P(Cc1cc(Br)cc(Br)c1OCCO)(c1ccccc1)c1ccccc1,-4,4,-4,3,-1,1,2,-0.1,0,-4
Cc1ccccc1C(=O)N1CCN(c2ccc(NC(=O)c3ccc([N+](=O)[O-])o3)cc2)CC1,-4,-3,3,0,7,6,-5,-0.3,-6,-10
CCN(CC)C(=O)Cn1cc(SCC(=O)NC2CCCC2)c2ccccc21,-7,2,-1,-5,3,8,3,0.5,5,16
CC(SC(C)C(=O)NN=Cc1c[nH]c2ccccc12)C(=O)NN=Cc1c[nH]c2ccccc12 (stereo not drawn),-6,2,-3,2,5,-2,1,0.5,-8,-9
O=C(c1cc(C2CC2)nn1-c1ccccc1)N1CCN(S(=O)(=O)c2c(F)cccc2F)CC1,1,-1,8,-1,-10,2,0,0.1,2,-1
CC(=O)N1c2ccc(S(=O)(=O)N3CCC(C(=O)NCc4ccc(Cl)cc4)CC3)cc2CC1C (stereo not drawn),5,-5,22,-1,7,4,-1,0.7,4,-1
O=C(Nc1nc(-c2ccccc2)cs1)C1CCCO1 (stereo not drawn),-2,1,9,-2,4,-6,-3,-0.2,2,1
Cc1ccc(S(=O)(=O)Nc2ccc(N3CCOCC3)cc2)cc1[N+](=O)[O-],6,1,-4,3,4,0,2,0.3,-4,-6
CCN(CC)CCCNC(=O)c1cc2c(Cl)nc3ccccc3c2s1,4,-1,0,1,8,7,1,0.7,-9,-1
Cc1nn(-c2ccc(Cl)cc2)c(Cl)c1/C=N/NC(=O)c1ccc(NS(=O)(=O)c2cccs2)cc1,-91,-7,1,4,-9,-7,-1,-0.1,2,6
Cc1sc2ncnc(SCc3ccc(C(=O)O)cc3)c2c1C,-1,-3,7,-4,7,3,-8,-0.2,-1,2
COc1ccc(N2CCN(C(=O)C3CCN(C(=O)c4ccccc4Cl)CC3)CC2)cc1,5,1,17,3,4,-5,6,-0.2,6,-2
